# Screens deposited in PubChem BioAssay by several laboratories.
# LEDGF integ inh – blockers of LEDGF/p75-dependent integrase strand transfer – biochemical, TR-FRET, high throughput, primary screen | TR-FRET IN-LEDGF/p75 DNA integration, Eu/Cy5 | inhibition, % at 3.7 µM | actives 0.64% (n = 370,000) | AID 743269, 2014;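 active = inhibition above the screen-wide mean plus 3 SD, cut at about 13% in these data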;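 also: signal is the Cy5 over europium emission ratio at 671 and 618 nm; 0% = plate median of compound wells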
# MBD2 inh – inhibitors of MBD2 binding to methylated DNA, primary screen, biochemical, TR-FRET, DNA-binding domain, human. Methyl-CpG-binding domain protein 2 (Homo sapiens), Q9UBB5. MBD2 binding to methylated oligonucleotide. inhibition, % at 4.4 µM. actives 0.31% (n = 370,000). AID 686964, 2013; in the data active = inhibition above about 13%
# HTRA1 inh – HTRA1 serine protease inhibitors, primary screen, biochemical, fluorescence polarization, HTS; Q92743; recombinant HTRA1, FP-rhodamine activity-based probe; inhibition, % at 5.96 µM; actives 0.5% (n = 340,000); in the data active = inhibition above about 36%;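 also: 0% = enzyme with DMSO and 100% = wells lacking enzyme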
# mABHD4 FP – ABHD4 inhibitors, primary screen, biochemical, fluorescence polarization, mouse; purified mABHD4, FP-Rh probe fluorescence polarization; inhibition, % at 8.92 µM; actives 0.54% (n = 370,000); AID 720543, 2013;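 active = inhibition exceeding the mean over every tested compound plus 3 SD, cut at about 30% in these data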;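 also: 0% = plate median of compound wells and 100% = S159A mutant with DMSO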
#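 Test system: mABHD4 protein; Read-out basis: % inhibition; Incubation: 45 min + 60 min at 25 °C; Repeats: single replicate; Technique: fluorescence polarization with parallel and perpendicular emission, 525/598 nm; Compound: 8.92 µM, single dose; Benchmarks: full inhibition S159A mutant plus DMSO, zero as sample-well median.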
# NPR2 activator – human GC-B receptor activators, primary screen, HEK293 GC-B cells, cGMP TR-FRET, EC30 CNP | Atrial natriuretic peptide receptor 2 (Homo sapiens), P20594 | actives 0.11% (n = 370,000) | activation, % at 10 µM | AID 1920062, 2024 | 0% at EC30 CNP, 100% saturating CNP;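 active = activation at 10 µM reaching about 35% in either raw or pattern-adjusted values, limit read from the data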
# Target sequence (P20594 whole entry, looked up): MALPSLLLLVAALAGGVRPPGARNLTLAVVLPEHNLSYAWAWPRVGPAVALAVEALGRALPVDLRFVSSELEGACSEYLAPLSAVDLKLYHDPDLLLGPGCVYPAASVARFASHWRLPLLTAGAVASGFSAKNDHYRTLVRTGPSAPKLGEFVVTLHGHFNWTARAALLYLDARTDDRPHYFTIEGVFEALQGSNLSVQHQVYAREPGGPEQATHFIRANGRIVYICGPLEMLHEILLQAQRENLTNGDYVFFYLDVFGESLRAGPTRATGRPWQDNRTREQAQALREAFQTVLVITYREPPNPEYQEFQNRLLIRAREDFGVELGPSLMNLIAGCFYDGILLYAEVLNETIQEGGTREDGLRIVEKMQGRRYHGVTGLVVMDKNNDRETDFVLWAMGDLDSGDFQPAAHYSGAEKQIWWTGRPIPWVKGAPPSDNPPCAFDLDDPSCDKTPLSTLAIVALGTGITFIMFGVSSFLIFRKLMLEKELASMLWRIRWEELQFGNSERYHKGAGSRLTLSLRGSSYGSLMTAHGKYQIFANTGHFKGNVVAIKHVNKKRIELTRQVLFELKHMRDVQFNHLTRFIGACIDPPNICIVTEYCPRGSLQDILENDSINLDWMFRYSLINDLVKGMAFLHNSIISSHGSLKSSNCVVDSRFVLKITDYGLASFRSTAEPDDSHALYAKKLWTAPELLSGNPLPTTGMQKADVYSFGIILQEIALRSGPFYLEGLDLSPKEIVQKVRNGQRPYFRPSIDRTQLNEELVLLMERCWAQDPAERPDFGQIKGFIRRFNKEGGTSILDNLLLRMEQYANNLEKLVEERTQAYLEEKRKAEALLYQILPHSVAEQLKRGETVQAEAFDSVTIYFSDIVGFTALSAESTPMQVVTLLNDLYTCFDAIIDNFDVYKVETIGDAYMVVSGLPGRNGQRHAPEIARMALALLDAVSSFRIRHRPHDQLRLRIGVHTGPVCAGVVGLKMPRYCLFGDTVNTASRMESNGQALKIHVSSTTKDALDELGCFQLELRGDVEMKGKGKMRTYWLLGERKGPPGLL
# SIAE primary – human SIAE inhibitors, primary screen, biochemical, fluorescence polarization, FP-Rh probe, 1536-well HTS; Sialate O-acetylesterase (Homo sapiens), Q9HAT2; SIAE FP-Rh probe binding; inhibition, % at 9.66 µM; actives 0.69% (n = 370,000); AID 1053197, 2014;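 active = inhibition above a cutoff: mean of compounds within the control limits plus 3 SD of those, cut at about 17% in these data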;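 also: 0% = plate median of compound wells and 100% = probe without SIAE protein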
# rCAG binder – binders of r(CAG) RNA repeats, primary screen, biochemical, fluorescence; r(CAG) RNA repeat, TO-PRO-1 dye displacement fluorescence; inhibition, % at 3 µM; actives 1.3% (n = 370,000);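 active = inhibition above the plate cutoff, the mean of all test compounds on that plate plus 3 SD, cut at about 35% in these data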;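 also: 0% = DMSO alone and 100% = 100 µM mitoxantrone as full dye displacement; higher means more dye released from RNA so lower well fluorescence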
# PRMT1 inh – PRMT1 methyltransferase inhibitors, primary screen, biochemical, fluorescence polarization | Protein arginine N-methyltransferase 1 (Homo sapiens), Q99873 | recombinant PRMT1, activity-based probe fluorescence polarization | inhibition, % at 2.79 µM | actives 1.3% (n = 370,000) | AID 652257, 2013;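 active = inhibition above about 21% made by adding two undisclosed values, limit read from the data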
# TDP2 absorb – human TDP2 enzyme inhibitors, primary screen, biochemical, epi absorbance, recombinant enzyme; T5PNP hydrolysis, p-nitrophenol absorbance 415 nm; actives 0.34% (n = 370,000); Tyrosyl-DNA phosphodiesterase 2 (Homo sapiens), O95551; AID 720702, 2013; inhibition, % at 12.8 µM;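 active = inhibition above the mean of all tested compounds plus 3 SD, set per campaign, cut at about 25% in these data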;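 also: 0% = DMSO with enzyme and 100% = buffer with substrate but no TDP2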
#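 Material: recombinant human TDP2; quantity: TDP2 enzyme at 120 nM final; medium: Tris-HCl pH 7.5 with MgCl2; compound: single concentration, 12.8 µM nominal, with 1% DMSO; incubation: 2 h enzyme incubation at 37 °C; signal: epi absorbance; measure: percent inhibition; benchmarks: high control without enzyme, low control DMSO plus TDP2; repeats: singlicate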
# TCR CD3 inh – inhibitors of human TCR-CD3 interaction, primary screen, biochemical, fluorescence, TAMRA-labeled TCR probe. T-cell receptor (TCR). inhibition, % at 9.4 µM. actives 0.37% (n = 360,000). AID 651800, 2012; in the data active = inhibition above about 19%;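 also: recombinant mutant TCR 2C K166C tagged with TAMRA read by polarization; 0% = receptor in buffer alone and 100% = receptor with positive control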
# An asterisk follows results filed as active; . = no result given. An excerpt, so the mix of outcomes need not match the whole.
SMILES,LEDGF integ inh,MBD2 inh,HTRA1 inh,mABHD4 FP,NPR2 activator,SIAE primary,rCAG binder,PRMT1 inh,TDP2 absorb,TCR CD3 inh
COc1ccc(Cl)cc1NC(=O)CN1c2ccccc2CC1C (centres undefined),-1,4,-10,-1,-7,3,-1,4,-4,-5
O=C(NCCCl)c1ccc(OCc2ccccc2)cc1Cl,1,0,4,3,-1,-3,15,3,-6,7
Cc1ccc2[nH]c(=O)c(CN(CC3COCCO3)C(=O)Nc3ccccc3F)cc2c1 (centres undefined),0,0,-6,-6,1,4,-5,-6,3,-3
O=c1nc(-c2ccccc2)c(-c2ccccc2)n[nH]1,-2,-3,2,3,-2,-3,-1,-1,1,5
CCOC(=O)c1c(S(=O)(=O)Nc2ccc(C)cn2)c(C)n(C)c1C,-1,0,1,3,2,-3,-2,-4,2,5
Cc1ccc(C(=O)CSc2nnc(COc3cccc4cccnc34)o2)cc1,-1,1,-3,-2,0,-2,-7,2,17,2
CC1CC(C)(C)NC(=S)N1CCC(=O)N1CCN(c2ccccc2)CC1 (centres undefined),-4,0,12,-2,3,6,-7,4,9,-1
COc1cccc(OCCNC(=O)Nc2cc(F)c(F)cc2Cl)c1,2,-5,-9,-10,-6,2,-1,-2,19,-3
O=C(Nc1ccc(S(=O)(=O)NC2=NCCCCC2)cc1)c1cccc(S(=O)(=O)N2CCOCC2)c1,0,-2,-3,1,-8,-1,6,3,1,-10
CC(=O)c1cnc(-c2cccc(Cl)c2)s1,-2,5,6,-1,-5,1,-3,1,5,-4
CCOc1ccc(NC(=O)CN(C)C(=O)c2c(-c3c(F)cccc3Cl)noc2C)cc1OCC,-7,-2,-5,5,-2,0,-6,2,-8,-2
Cc1cccc([C@@H]2[C@@H]3C(=O)N(Cc4ccccc4)C(=O)[C@@H]3[C@]3(Cc4ccccc4)C(=O)N(c4ccc(C(F)(F)F)cc4)C(=O)N23)c1,3,3,-31,-23,3,-10,13,2,-2,-3
Cc1ccc(NC2CCCN(C(=O)c3cc(C(C)C)nn3C)C2)cc1C (centres undefined),6,-8,2,3,-1,14,-1,0,-11,-8
CCC1=C(OC(=O)N(CC)CC)N2C(=O)OC(=NCC3CC3)[C@]2(Cc2ccccc2)[C@H]2C1=CC[C@H]1C(=O)N(CC(=O)OC)C(=O)[C@H]12,-1,0,.,-3,-5,7,-10,1,3,9
CC(=O)C1=C(O)C(=O)N(Cc2ccccc2)C1c1ccc(N(C)C)cc1 (centres undefined),-10,1,6,6,-8,-5,5,0,8,0
COc1ccc(CC(=O)Nc2ccccc2C(=O)NCCc2ccccc2)cc1,-5,5,-14,-3,6,-5,-1,1,-12,-12
CCCCCN1CCCCC(NC(=O)C(C)(C)C)C1=O (centres undefined),0,4,.,1,-2,-2,-1,-2,-15,.
O=[N+]([O-])c1ccc(/C=N/NS(=O)(=O)c2ccc(Cl)cc2)o1,2,2,3,5,0,1,5,10,8,-1
O=[N+]([O-])/C=C/c1ccc2c(ccn2Cc2ccccc2)c1,-3,3,-22,-15,12,8,10,24*,-7,-2
O=[N+]([O-])c1cc(S(=O)(=O)Nc2ccccc2)ccc1N1CCN(c2ccc(O)cc2)CC1,-1,-2,2,9,-5,7,9,8,-3,2
COCCn1cc(C(=O)c2cc(Br)ccc2O)cc(C#N)c1=O,3,4,-16,-3,6,-7,9,0,9,0
CC(C)c1ccccc1OCC(=O)NN1C(=O)c2ccccc2C1=O,-1,1,-4,-2,0,-5,2,6,-6,3
CCCc1cc(NCCCN2CCOCC2)n2c(nc3ccccc32)c1C#N,3,2,1,1,-11,15,-2,2,3,-7
C[C@@H]1COc2cccc(N3CCCCC3)c2S(=O)(=O)N1,-2,-2,.,1,-1,6,1,-1,5,1
CC(=O)Nc1ccc(NC(=O)C(Cc2ccccc2)NC(=O)C2CCC(C)CC2)cc1 (centres undefined),3,2,2,-10,6,4,-3,2,-9,-7
N=c1c(C(=O)NCCN2CCOCC2)cc2c(=O)n3ccccc3nc2n1CCCN1CCOCC1,0,-3,2,6,4,-4,2,-2,-26,-4
Cc1cccc(CNS(=O)(=O)c2ccc(-c3cnc(C4CC4)o3)cc2)c1,0,-3,-17,-6,-2,-7,2,-3,4,3
O=C(c1cnccn1)N1CCc2ccccc2C1,-3,1,4,-3,3,-1,0,5,-3,-12
CCOC(=O)c1cc(=O)n(-c2ccc(Cl)cc2C)[nH]1,1,3,6,4,-6,8,22,2,2,2
CC(=O)c1ccc(OCc2nnn(CC(=O)NS(=O)(=O)c3ccc(C)cc3)c2-c2ccccc2)cc1,-1,1,.,4,2,-9,62*,1,-4,-2

# Some of these compounds in order of the LEDGF integ inh value, largest number first.
Structure	LEDGF integ inh
COCCn1cc(C(=O)c2cc(Br)ccc2O)cc(C#N)c1=O	3
O=[N+]([O-])c1ccc(/C=N/NS(=O)(=O)c2ccc(Cl)cc2)o1	2
Cc1ccc(C(=O)CSc2nnc(COc3cccc4cccnc34)o2)cc1	-1
C[C@@H]1COc2cccc(N3CCCCC3)c2S(=O)(=O)N1	-2
COc1ccc(CC(=O)Nc2ccccc2C(=O)NCCc2ccccc2)cc1	-5

# Back to the main list with the 2 entries that preceded the break.
SMILES,LEDGF integ inh,MBD2 inh,HTRA1 inh,mABHD4 FP,NPR2 activator,SIAE primary,rCAG binder,PRMT1 inh,TDP2 absorb,TCR CD3 inh
CCOC(=O)c1cc(=O)n(-c2ccc(Cl)cc2C)[nH]1,1,3,6,4,-6,8,22,2,2,2
CC(=O)c1ccc(OCc2nnn(CC(=O)NS(=O)(=O)c3ccc(C)cc3)c2-c2ccccc2)cc1,-1,1,.,4,2,-9,62*,1,-4,-2
Cc1ccccc1C(=O)O/N=C(\N)c1ccncc1,2,2,-5,-1,2,3,2,-4,-11,0
Cc1cc(N2CCN(c3ccccn3)CC2)n2c(nc3ccccc32)c1C#N,0,2,7,-1,11,-4,1,0,1,-3
O=C(NCc1ccc(Cl)cc1)C1CCN(C(=O)c2ccco2)CC1,-6,3,1,-5,7,-8,-2,2,2,-3
O=C(C1CCN(C2CC(=O)N(c3cccc(Cl)c3)C2=O)CC1)N1CCCCCC1 (centres undefined),0,0,-9,-1,3,-5,-5,29*,-4,3
COc1ccc(N(C(=O)c2cc3ccccc3oc2=O)C2C=CS(=O)(=O)C2)cc1 (centres undefined),-2,-6,5,1,-8,4,-1,-2,-1,3
CNc1oc(-c2ccccc2F)nc1S(=O)(=O)c1ccc(C)cc1,-3,-3,-6,-1,4,8,-1,0,-9,5
CC1CCN(C(=O)c2ccc(S(=O)(=O)Cc3cccc(F)c3)c([N+](=O)[O-])c2)CC1,0,5,7,8,0,0,-2,-1,0,3
O=C(Nc1cccc(/C=C/c2ccccn2)c1)c1ccc(-n2cncn2)c([N+](=O)[O-])c1,4,-4,-24,-13,7,19*,10,-2,9,-2
COC(=O)C[C@H]1C[C@@H]2c3cc(NC(=O)NC4CCCC4)ccc3O[C@@H]2[C@@H](CO)O1,1,-7,3,1,0,-2,1,-7,4,0
CN(C)S(=O)(=O)c1cccc(NC(=O)c2cc([N+](=O)[O-])ccc2N2CCCCC2)c1,-4,0,-17,-7,2,4,6,-29,-2,5
CCCC(=O)Nc1ccccc1-c1nnc(SCC)[nH]c1=O,6,-3,-1,5,0,-1,-1,-5,3,13
CC(C)COc1ccc(C2NC(=O)NC2=O)cc1 (centres undefined),1,0,2,4,-3,-2,-2,1,4,-5
COc1cccc(/C=C/C(=O)N(C)CC(=O)Nc2ccc(Cl)c(C(F)(F)F)c2)c1,2,1,-14,-22,-3,-2,5,2,16,-2
COc1ccccc1C(=O)NCCNc1nc2cc(C)cc(C)c2cc1C#N,5,5,3,-2,-4,-2,-3,0,-4,3
COc1ccccc1OCCNC(=O)C(CCSC)NC(=O)c1ccccc1Cl (centres undefined),2,1,2,1,0,0,-6,-2,1,1

# Grouped by structure, the entries above with a CF3 group (2)
SMILES,LEDGF integ inh,MBD2 inh,HTRA1 inh,mABHD4 FP,NPR2 activator,SIAE primary,rCAG binder,PRMT1 inh,TDP2 absorb,TCR CD3 inh
Cc1cccc([C@@H]2[C@@H]3C(=O)N(Cc4ccccc4)C(=O)[C@@H]3[C@]3(Cc4ccccc4)C(=O)N(c4ccc(C(F)(F)F)cc4)C(=O)N23)c1,3,3,-31,-23,3,-10,13,2,-2,-3
COc1cccc(/C=C/C(=O)N(C)CC(=O)Nc2ccc(Cl)c(C(F)(F)F)c2)c1,2,1,-14,-22,-3,-2,5,2,16,-2

# (cont.)
SMILES,LEDGF integ inh,MBD2 inh,HTRA1 inh,mABHD4 FP,NPR2 activator,SIAE primary,rCAG binder,PRMT1 inh,TDP2 absorb,TCR CD3 inh
Cc1c(Cc2ccccc2)c(=O)oc2cc(OCc3nn[nH]n3)ccc12,3,5,-15,-9,1,-6,38*,0,3,1
O=CN(Cc1ccccc1)c1cc([N+](=O)[O-])ccc1OCc1ccccc1,2,-1,-16,-2,-10,0,1,3,-5,-3
CC(C)C(=O)Nc1cc(S(=O)(=O)Nc2cccc(Cl)c2)ccc1Cl,0,3,-8,21,2,1,-2,0,10,8
CC1(C(=O)Nc2ccc3c(c2)OCCO3)CSCC(=O)N1C1CC1 (centres undefined),2,3,.,5,1,8,3,0,2,-1
Cc1c(C(=O)N2CC[C@@H](N3CCC(O)CC3)[C@H](O)C2)[nH]c2ccc(Cl)cc12,0,-1,5,2,-3,-10,-4,1,1,3
N#C/C(=C\c1cccs1)C(=O)N1CCOCC1,2,-5,10,-7,6,-6,0,0,5,12
COc1ccc(C(=O)NCc2nnc(SCC(=O)N3CCc4ccccc43)n2Cc2ccccc2)cc1,0,-5,-3,6,5,3,7,1,0,2
Cc1c(N2C(=O)CS/C2=N\N=C\c2ccc(Br)cc2)c(=O)n(-c2ccccc2)n1C,0,1,-3,-6,2,-5,5,2,5,4
